# Source: PubChem (National Center for Advancing Translational Sciences (NCATS))
# IMPase cell inh: cell-permeable inhibitors of inositol monophosphatase (IMPase) | CHO-M1 cells, IP1 accumulation, HTRF TR-FRET ratio | inhibition (IP1 accumulation), % at 46.1 µM | 120,000 tested, under 10 active; active means well fitted curve in the direction sought with a large enough effect in the signal ratio, not every such curve was filed as active; inconclusive means small, poorly fitted or top-dose-only effect, or a change in a side signal; inactive means no such curve, though single readings can be large or run the other way; the % refers to the signal ratio;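 further: cells stimulated with carbachol in lithium chloride buffer; plate controls were DMSO basal wells for no effect and reference inhibitor wells for full effect; higher means more IMPase inhibition seen as more IP1 and lower FRET ratio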
# Target sequence (P97697 whole entry, looked up): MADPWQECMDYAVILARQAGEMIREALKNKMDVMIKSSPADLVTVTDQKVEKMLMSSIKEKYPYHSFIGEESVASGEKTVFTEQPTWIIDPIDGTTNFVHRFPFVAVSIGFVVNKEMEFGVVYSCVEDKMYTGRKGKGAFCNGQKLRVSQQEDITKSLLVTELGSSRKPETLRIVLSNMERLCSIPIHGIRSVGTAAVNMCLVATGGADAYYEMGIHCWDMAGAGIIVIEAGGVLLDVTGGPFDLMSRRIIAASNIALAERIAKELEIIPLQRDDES
#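 CHO-M1, 2000 cells/well, cultured 16–30 h; cpd up to 46 uM; carbachol (50 uM solution, stimulation buffer w/ 50 mM LiCl, pH 7.4), 30 min 37C; IP-One TR-FRET, 10 min RT; Ex 320/Em 665, 620; Hill-fit AC50.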
# PNC assembly inh: blocks assembly of the perinucleolar compartment. PC3M PTB-GFP, PNC prevalence imaging, 16 h; active compounds read low. activity change (PNC), negative = inhibition, % at 10 µM. actives 3.1% (n = 140,000). AID 2417;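 active means readout at or below -70, meaning at least 70% loss of cells showing the perinucleolar compartment, a nuclear body marking cancer cells; inconclusive means readout between -30 and a set limit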;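 further: plate controls were DMSO wells for no effect and camptothecin positive control wells for full effect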
#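 PC3M cells stably expressing PTB-GFP, 750–1000 cells/well, treated 16 h at 37 °C with compound (23 nl of library stock), in duplicate. After paraformaldehyde fixation and Hoechst stain, imaged at 20x; PNC prevalence scored by image analysis.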
# ALOX15B inhib: blocks human 15-lipoxygenase 2 activity. Potency, µM (highest dose often 57.1 µM), inactives show at the top dose activity change, negative = inhibition, usual class: inhibitors. actives 0.56% (n = 110,000). purified 15hLO-2, xylenol orange hydroperoxide absorbance; further: potency means the concentration at half of the fitted maximal effect; nearly all actives have a fitted effect of over 60% in size; many of its hits are not listed in these tables
#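 Screening format was qHTS against 50 nM purified 15hLO-2 in Hepes pH 7.5 with detergent. Activity follows hydroperoxide formation from 45 uM arachidonic acid, measured as 573:405 nm absorbance ratio of the ferric-xylenol orange complex.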
# ALOX12 inhib: 12-hLO (ALOX12) enzyme inhibition; Potency, µM (highest dose often 57.1 µM), without a hit: at the top dose activity change, negative = inhibition, hits mostly inhibitors; purified 12-hLO, xylenol orange hydroperoxide absorbance; P18054; AID 1452; actives 0.12% (n = 150,000); further: potency means the concentration at half of the fitted maximal effect; nearly all actives have a fitted effect of over 55% in size; many of its hits are not listed in these tables
# Target sequence (P18054 whole entry, looked up): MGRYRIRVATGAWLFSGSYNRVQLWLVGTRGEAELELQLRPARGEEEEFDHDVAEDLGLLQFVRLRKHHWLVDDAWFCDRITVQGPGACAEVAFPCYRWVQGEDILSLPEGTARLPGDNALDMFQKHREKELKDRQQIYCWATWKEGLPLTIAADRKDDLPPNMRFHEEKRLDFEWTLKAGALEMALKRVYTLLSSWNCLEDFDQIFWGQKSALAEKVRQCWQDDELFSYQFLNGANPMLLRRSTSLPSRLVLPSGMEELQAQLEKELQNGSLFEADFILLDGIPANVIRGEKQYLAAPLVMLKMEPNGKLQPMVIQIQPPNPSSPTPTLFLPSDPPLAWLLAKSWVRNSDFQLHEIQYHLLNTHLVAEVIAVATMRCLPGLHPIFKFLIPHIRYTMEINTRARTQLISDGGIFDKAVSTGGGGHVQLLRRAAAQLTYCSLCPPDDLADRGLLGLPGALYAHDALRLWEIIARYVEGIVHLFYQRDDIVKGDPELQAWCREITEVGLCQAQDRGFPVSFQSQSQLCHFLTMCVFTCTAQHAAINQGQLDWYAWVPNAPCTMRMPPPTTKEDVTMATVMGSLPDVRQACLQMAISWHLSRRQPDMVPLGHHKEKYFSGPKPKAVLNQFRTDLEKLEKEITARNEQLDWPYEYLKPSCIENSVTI
#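 Xylenol orange chromogenic assay: hydroperoxide from 12hLO oxidises Fe(II), giving red-shifted Fe(III)-XO absorbance. Conditions: 150 nM enzyme, 40 uM arachidonic acid, 25 mM Hepes pH 7.0, 0.01% Triton X-100, 30 min, room temperature.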
# * marks the source's active call; other numbers are inactive results; ? = inconclusive; · = no result given; & = joins results of further samples; [ ] = another dose, or the depositor's remark. Unless noted, the call rests on the fitted dose curve; in most records, active means well fitted curve in the direction sought with a large enough effect; inconclusive means small, poorly fitted or top-dose-only effect, or another doubt; inactive means no such curve, though single readings can be large; an effect the other way counts as inactive or inconclusive. Unless noted, on the % scale 0 is the no-effect control and ±100 the full control effect. Only part of the results is shown. The share of hits here may be higher or lower than overall.
ALOX12 inhib,IMPase cell inh,PNC assembly inh,ALOX15B inhib,SMILES
-1%,·,-8,·,COc1ccc(C2CC(c3cccs3)=NN2C(=O)CSc2nc3ccccc3o2)cc1 (stereo not given)
-9%,-10,-10,-4%,O=C(CN1C(=O)C2CCc3[nH]c4ccccc4c3C2C1=O)N1CCCC1 (stereo not given)
1%,2,?,5%,COC(C)(C)c1cc(C(C)(C)C)nc(N)n1
-4%,4,3,·,O=C(COC(=O)Cc1ccsc1)NCc1ccc(Cl)cc1
-5%,?,-23,-8%,COc1ccccc1CC(=O)NCc1ccc2c(c1)OCO2
-1%,-4,-26,-5%,COc1ccccc1OCCNC(=O)c1ccc(S(=O)(=O)N(C)C)cc1
-6%,·,-20,·,Cc1ccccc1OCC(=O)N/N=C/c1c(C)nn(-c2ccccc2)c1Cl
9%,5,-6,-4%,O=C(NCCC1=CCCCC1)C1CCN(c2nnc(-n3cccc3)s2)CC1
-4%,·,-14,·,CCC(C)(C)NC(=O)/C=C/c1cnc2ccccc2n1
7%,-14,-1,·,O=c1c(Cl)c(NCCO)ncn1-c1ccccc1
-10%,10,41,-6%,COc1ccccc1C(=O)N(Cc1nc(-c2ccc(Cl)cc2)no1)C(C)C
-3%,·,·,7%,Cc1noc(C)c1-c1ccc2ncnc(NC3CC3)c2c1
-5%,1,-6,-2%,Cc1ccc2c(CN3C(=O)NC4(CCCCC4)C3=O)cc(=O)oc2c1C
-2%,7,6,-9%,CC(OC(=O)c1cc[n+]([O-])cc1)C(=O)Nc1ccc(Cl)cn1 (stereo not given)
-3%,10,-106*,-1%,CCc1ccc(-c2nc(C(N)=O)c3[nH]c(=O)n(-c4ccccc4OC)c3n2)cc1
-5%,5,60,-18%,Cc1csc(=S)n1-c1ccccc1
3%,-4,-107*,14%,O=C(O/N=C(\c1ccccc1)c1ccccn1)c1ccc(Cl)c(Cl)c1
0%,10,17,-6%,COc1ccc(/C=C2/C(=O)N=C(N)N2C)cc1OC
6%,9,2,5%,CCCn1nc2cc(C(=O)NCc3ccccc3)ccc2c1OCC
-1%,1,-29,·,Cc1nc2sc(C(c3ccc(F)cc3)N3CCN(C(=O)c4ccco4)CC3)c(O)n2n1 (stereo not given)
2%,-3,57,-4%,CCC(C)NS(=O)(=O)c1ccc(NC(=O)c2c(-c3ccccc3)noc2C)cc1 (stereo not given)
1%,5,19,66%[activator],CCOc1cc(CNCCCN2CCOCC2)cc(Br)c1OCC(=O)Nc1cccc(C(F)(F)F)c1
-2%,·,?,·,COC(=O)c1cc(OC)c(OC)cc1NCC(=O)Nc1ccc(OC)c(OC)c1
3%,-7,17,-1%,Cc1cc(C)nc(NS(=O)(=O)c2ccccc2)n1
4%,-6,4,·,O=c1c2sccc2nc(SCc2cc(=O)n3cc(Cl)ccc3n2)n1-c1ccc(F)cc1
-5%,-7,37,-3%,Cc1nc(-c2cccc(S(=O)(=O)N3CC(C)CC(C)C3)c2)cs1 (stereo not given)
-6%,7,45,·,Cc1ccc(-c2nnn(CC(=O)N(Cc3ccc(F)cc3)C(C(=O)NC3CCCC3)c3ccncc3)n2)o1 (stereo not given)
1%,-14,-19,9%,NS(=O)(=O)c1cccc2cccnc12
-1%,-5,180,·,Cc1ccc(NC2=NCC(=O)N2c2ccc3c(c2)OCCO3)c(C)c1
-3%,·,11,·,COc1cc(OC)cc(C(=O)NC(=S)Nc2cc3oc4ccccc4c3cc2OC)c1
-20%,6,32,-28%,O=c1[nH]c(=O)n(Cc2ccccc2)c2nc(-c3ccco3)cc(C(F)(F)F)c12
-1%,-10,32,·,Cc1cc(=O)n(C)c(=O)n1CCCCOc1cccc([N+](=O)[O-])c1
2%,-4,56,-2%,CCCCn1cnc2c([nH]c3ccccc32)c1=O
-4%,5,?,-14%,CCOC(=O)c1c(C)oc(/N=C/c2ccccc2O)c1C#N
6%,1,15,3%,O=S(=O)(NCCc1ccncc1)c1ccc(Br)cc1
3%,·,-26,·,Cn1c(-c2ccc3c(c2)OCO3)c(C(=O)O)c(=O)c2ccccc21
-2%,-5[1.84 µM],?,3%[11.4 µM],COc1cccc2c1C(=O)CC2NC(=O)C(F)(F)F (stereo not given)
0%,-24,73,1%,Nc1ccc2nc(-c3ccccc3)[nH]c2c1
-9%,11,19,-21%,NC(=O)c1c(-c2cccs2)csc1N
2%,2,6,-18%,CCn1c(=O)c2c3c(sc2n2c(=S)[nH]nc12)CCC3

# One compound at a time, from the list above. Order of values: ALOX12 inhib, IMPase cell inh, PNC assembly inh, ALOX15B inhib
# Cc1ccc(NC2=NCC(=O)N2c2ccc3c(c2)OCCO3)c(C)c1 is listed as -1%, -5, 180, ·
# O=S(=O)(NCCc1ccncc1)c1ccc(Br)cc1 is listed as 6%, 1, 15, 3%
# CCn1c(=O)c2c3c(sc2n2c(=S)[nH]nc12)CCC3 is listed as 2%, 2, 6, -18%
# NS(=O)(=O)c1cccc2cccnc12 is listed as 1%, -14, -19, 9%
# COc1cc(OC)cc(C(=O)NC(=S)Nc2cc3oc4ccccc4c3cc2OC)c1 is listed as -3%, ·, 11, ·

# Later entries.
ALOX12 inhib,IMPase cell inh,PNC assembly inh,ALOX15B inhib,SMILES
-28%,-4,15,·,CC(=O)/C(=N\Nc1ccccc1)Oc1ccc([N+](=O)[O-])cc1
-1%,0,30,0%,COCCOC(=O)C1=C(N)Oc2c(oc(CO)cc2=O)C1c1c(F)cccc1Cl (stereo not given)
-2%,2,0,2%,CCC(=O)Nc1ccc(NC(=O)c2ccccc2Cl)nc1
-3%,7,?,-9%,CCOC(=O)C(C)n1cnc2c(nnn2-c2ccc(OC)cc2)c1=O (stereo not given)
14%,-4,-14,·,Cc1ccc(NC(=O)N2CCc3ccccc32)cc1
-1%,1,7,-6%,Cc1ccc2c(c1)C(c1ccccc1)N(C(=O)C(C)C)CC(=O)N2 (stereo not given)
0%,·,-8,·,CN(C)CCNC(=O)C(=O)NCC1OCCCN1S(=O)(=O)c1cccs1 (stereo not given)
3%,·,-1,·,CC(=O)Nc1ccc(S(=O)(=O)N(C)CC(=O)OCC(=O)Nc2cccnc2Cl)cc1
1%,2,-19,8%[2.29 µM],CC1CCCCN1C(=O)CSc1nc(C2CC2)nc2c1cnn2-c1ccccc1 (stereo not given)
1%,0,24,-2%,O=C(CN1CCOCC1)Nc1ccc(Oc2ccccc2)cc1
-4%,-11,-9,·,Cc1cccc(-c2nsc(SCC(=O)NCc3ccc4c(c3)OCO4)n2)c1
-5%&-3%,·,51,-1%,Cn1c(N)c(C(=O)COC(=O)c2cc(C(F)(F)F)nc3ccccc23)c(=O)n(Cc2ccccc2)c1=O
1%,·,32,·,CC1c2ccccc2SC(CCCN(C)C)c2ccccc21 (stereo not given)
-6%,8,40,4%,COC(=O)c1ccc(CN2CCN(Cc3ccc(C(=O)OC)o3)CC2)o1
8%,3,-20,3%,CCCC(=O)Nc1nc2n(n1)C(c1ccccc1)CC(=O)N2 (stereo not given)
-2%,8,?,·,CCOC(=O)CSc1nc(-c2ccccc2)cc(C(F)(F)F)n1
0%,·,1,·,COc1cc2c(cc1NC(=O)Nc1ccc(F)cc1)oc1ccccc12
2%,·,?,·,CCOC(=O)c1c(/N=C/N(C)C)sc(/C=N/Nc2ccccc2)c1-c1ccc(Cl)cc1
-12%,3,79,-10%,O=C(CCc1ccccc1)NNC(=S)NC(=O)c1ccccc1
2%,-4,-15,-8%,COCc1[nH]nc2c1C(c1ccc(F)cc1F)C(C#N)=C(N)O2 (stereo not given)
0%,4,24,0%,COC(=O)c1ccc(CSc2nnc(N)s2)cc1
2%,1,?,1%,CCc1nnc(NC(=O)CCC(=O)N2CCN(CCc3ccccc3)CC2)s1
-1%,2,-12,-11%,Cc1ccc(NC2=CC(=O)CC(c3ccco3)C2)c(N)c1 (stereo not given)
-2%,7,-11,-7%,N#CCCNC(=O)CCN1CCOCC1
-5%,-6,19,28%,Cc1ccc(-n2c(-c3ccc(Br)cc3)c[n+]3c2CCc2ccc4cccnc4c2-3)cc1
2%,9,?,-3%,CCOC(=O)C(NC(=O)CC)(Nc1ccccc1OC)C(F)(F)F (stereo not given)
-7%,·,6,·,COc1ccc(/C=N/NC(=O)c2ccccc2F)cc1CN1CCN(c2ccc(F)cc2)CC1
?,·,62,·,COc1ccc(/C=N/NC(=S)Nc2ccccc2)cc1COc1ccccc1F
6%,-5,?,4%,CCN(C1CCCCC1)S(=O)(=O)c1ccc(C(=O)O)cc1
-2%,7,-20,0%,CCOC(=O)CSc1nnc(-c2cccc(Cl)c2)n1CC
1%,·,-10,·,COc1ccc(-c2csc(/C(C#N)=C\c3ccc(OC)c([N+](=O)[O-])c3)n2)cc1
-7%,9,?,3%,CCCCCCOc1ccc(N2C(=O)CC(S/C(N)=N/N=C(\C)c3cccs3)C2=O)cc1 (stereo not given)
6%,9,2,8%,CCOC(=O)c1cccc(NC(=O)CSc2nnc(C)n2Cc2ccccc2)c1
-7%,1,-4,0%,CCOc1ccc(-c2nnn(CC(=O)c3cc(OC)ccc3OC)n2)cc1
7%,15,19,-3%,CCc1nc(C)c(C#N)c2cc(OC)c(OC)cc12
-6%,-10,-27,-3%,Cc1ccc(Nc2nc3nonc3[nH]c2=O)cc1C
-4%[0.00818 µM],·,·,12%[0.0915 µM],C=C1OC(CO)(n2cnc3c(N)ncnc32)C(O)C1O (stereo not given)
-1%,17,14,-8%,COc1cc(-c2cc3nc(C)c(C)c(=O)n3[nH]2)cc(OC)c1OC
-3%,·,-6,·,COc1cc(C(=O)Nc2c(C)cc(C)cc2C)c([N+](=O)[O-])cc1OC
1%,·,?,·,Cc1ccc2[nH]cc(C(=O)CN3CCC4(CC3)OCCO4)c2c1
?,-2,-22,-15%,O=[N+]([O-])c1ccc(N2CCCCC2)nc1
6%,-2,-2,3%,Cc1cc(C(F)F)n2nc(C(=O)Nc3ccccc3F)nc2n1
-14%,9,?,-6%,Cc1nn(-c2nc3ccccc3[nH]2)c(N)c1-c1ccc(Cl)cc1
4%,?,8,-2%[11.4 µM],COc1cc(CNc2nc(C)c([N+](=O)[O-])c(C)c2C#N)cc(OC)c1
3%,-13,?,·,CCOC(=O)N1CCN(c2cc(C)nc3nc(C)nn23)CC1
-2%,-3,?,·,CC(C)c1ccc(OCC(=O)N(c2ccccn2)C2CCCCC2)cc1
-1%,·,-24,·,CN(C)CCCNC1=CC(=O)OC12CCCCC2
-27%,8,19,-21%,CN(C)c1nc(N)nc(/C(C#N)=C/C2CC3C=CC2C3)n1 (stereo not given)
-10%,2,-29,21%,Clc1ccc(-c2cn3cccnc3n2)cc1Cl
-5%,-4,-8,1%,Cc1cc(NC(=O)c2cccc(N3C(=O)CCC3=O)c2)no1
-6%,-6,-81*,·,COc1ccc(C(=O)Nc2cc(OC)nc(OC)n2)cc1
9%,-2,20,2%,COc1ccc(C(=O)c2ccc(OC)c(N)c2)cc1N
2%,·,-11,·,CC(=C/c1ccccc1)/C=N/Nc1nc(N2CCCCC2)nc(N2CCCCC2)n1
6%,-9,30,·,Cn1c(CSc2nc3ccccc3s2)nnc1SCC(=O)NCc1ccccn1
0%,5,-28,·,CC(C)N(C)CCOC(=O)c1ccc2c(c1)OCCO2
4%,5,61,3%,CC(C)C(NC(=O)C12CC3CC(CC(C3)C1)C2)C(=O)O (stereo not given)
13%,-2,41,-1%,O=c1nc(N2CCCCC2)nc(Nc2ccccc2)[nH]1
-3%,-4,11,26%,O=C(C[n+]1ccc(C(=O)N/N=C/c2ccc(Br)cc2)cc1)c1ccccc1
